PMI inhibitors: MPI enzyme activity inhibition – biochemical, fluorescence intensity, coupled assay, primary screen (AID 1209) | purified PMI enzyme, coupled fluorescence intensity; higher % means a stronger effect | inhibition, % at 20 µM; hits with a dose series show IC50 in µM | hit rate 0.42% among 190,000;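 note: plate controls were DMSO vehicle for no effect and wells lacking substrate for full effect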
P. falciparum M17LAP: P. falciparum M17LAP inhibitors, primary screen, biochemical, fluorogenic H-Leu-NHMec substrate, 1536-well (AID 1619); recombinant M17LAP, H-Leu-NHMec fluorogenic kinetic assay; higher % means a stronger effect; inhibition, % at 30 µM; hits with a dose series show IC50 in µM; hit rate 0.38% among 220,000;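 active = compound inhibiting the enzyme by more than half at any dose during confirmatory dose-response retesting; inconclusive = strong single-dose inhibitors picked by rank but not retested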;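 note: plate controls were full reaction with DMSO carrier for no effect and no enzyme background for full effect; strong numbers were not always called active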
PMI inhibition: human PMI inhibitors, high substrate, primary screen, biochemical, fluorescence intensity, high mannose 6-phosphate (AID 1220); recombinant PMI enzyme, coupled fluorescence intensity; higher % means a stronger effect; inhibition, % at 20 µM, or IC50 in µM where a hit was titrated; hit rate 0.66% among 190,000
LYP phosphatase: inhibitors of LYP phosphatase, biochemical, fluorescence intensity, uHTS (AID 1779). recombinant LYP phosphatase, fluorescence intensity; higher % means a stronger effect. one-dose inhibition, % at 11.5 µM; IC50 in µM for titrated hits. hit rate 0.054% among 290,000;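 note: plate controls were vehicle with enzyme for no effect and no enzyme for full effect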
XIAP antagonists: XIAP antagonists, biochemical, IAP family, fluorescence polarization (AID 1018) | hit rate 0.007% among 200,000 | displacement, % at 20 µM; hits with a dose series show IC50 in µM | XIAP BIR domain, fluorescence polarization peptide displacement; higher % means a stronger effect; in the data active = displacement above about 50%; note: a part of the inactive calls stands beside numbers as strong as those of hits
ER stress rescue: rescue of cells from ER stress-induced death, primary screen, 384-well, CSM14.1, thapsigargin, ATP luminescence (AID 1222); cellular ATP content (survival), % at 20 µM, or EC50 in µM where a hit was titrated; CSM14.1 thapsigargin-induced death rescue, ATP luminescence; higher % means a stronger effect; 190,000 tested, under 10 active;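 active = EC50 below 50 µM in the dose-response confirmation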;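 note: death triggered by thapsigargin at about 15 µM added after 2 h compound pretreatment; cell ATP read after overnight thapsigargin exposure of roughly 18 to 22 hours; normalized against plate controls of thapsigargin alone and 5% DMSO vehicle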
Myeloid diff 2: compounds promoting myeloid differentiation | ER-HoxA9 myeloid progenitors, lysozyme-GFP differentiation, flow cytometry | calls only at 10 µM | hit rate 1% among 360,000;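 active = normalized GFP-positive differentiation at or above the plate's own cutoff, the solvent-only control mean plus 3 SD; inconclusive = no clear call, values can overlap the other calls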;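 note: cells exposed to compound for four days before flow analysis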
TNAP activation fold: stimulation of alkaline phosphatase TNAP activity – biochemical, luminescent, no phosphate acceptor, uHTS, primary screen (AID 1001) | one-dose activation fold at 20 µM; EC50 in µM for titrated hits | purified TNAP, luminescent activation assay, no phosphate acceptor; higher activation fold means a stronger effect | hit rate 0.03% among 200,000; in the data active = activation fold from about 3, or a potency from the dose series; inactive = the rest, 99 in 100 with activation fold below about 1.6; note: many of its hits are not listed in these tables
M1AAP inhibition: malaria alanyl aminopeptidase activity blockers – biochemical, fluorogenic H-Leu-NHMec substrate, 1536-well (AID 1445) | recombinant M1AAP, H-Leu-NHMec fluorogenic kinetic assay; higher % means a stronger effect | inhibition, % at 30 µM; hits with a dose series show IC50 in µM | hit rate 0.42% among 220,000;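 active = primary inhibition above the hit cutoff, then over 50% inhibition at one or more dose response concentrations, cut at about 23% in these data, passing the limit was not always enough; inconclusive = conflicting primary data, or primary hits not chosen for dose response; inactive = low primary inhibition, or under 50% at every dose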;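 note: plate controls were DMSO full reaction for no effect and no enzyme background for full effect; strong numbers were not always called active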
Myeloid diff 2 GFP+ MAC1+ %: recorded beside Myeloid diff 2, whose call it bears; GFP+ MAC1+ double positive, %; measured here: differentiation confirmed by MAC1 staining
* marks the source's active call; other numbers are inactive results; i = inactive; ? = inconclusive; . = not tested or not shown. Cut-off read from the data, not from the text of the source, unless noted: active = inhibition above about 50%; inactive = the rest.

Compound,PMI inhibitors,P. falciparum M17LAP,PMI inhibition,LYP phosphatase,XIAP antagonists,ER stress rescue,Myeloid diff 2,Myeloid diff 2 GFP+ MAC1+ %,TNAP activation fold,M1AAP inhibition
Cc1ccc(C2CC(=O)C(C=NCCN3CCN(C(=S)Nc4ccc(F)cc4)CC3)=C(O)C2)cc1 (stereo not drawn),5%,1%,6%,-4%,-11%,-1.3%,i,1.3,1.1,4%
O=C1CNC(=O)/C1=C/c1ccc(O)cc1,7%,32%,4%,-10%,-4.8%,-0.9%,i,1.0,0.7,14%
O=C1OC2CC3CC1CC(O)(C3)C2 (stereo not drawn),-12%,-3%,-11%,-1%,-5.3%,8.4%,i,1.0,1,-1%
CC(C)NC(=O)CSc1nnc(-c2ccncc2)n1-c1ccccc1,4%,-11%,0%,-5%,-5.0%,-1.9%,i,2.0,1.1,0%
Cc1ccc(C(=O)NCCN2C3=NC[C@H](C(C)C)N3C[C@H]2Cc2ccc(O)cc2)cc1Br,30%,1%,-2%,-10%,-3.7%,-3.8%,i,1.8,1,1%
COc1ccc(NC(=O)c2ccc(COc3ccccc3Br)o2)cc1OC,13%,-1%,17%,-4%,-3.9%,-1.3%,i,2.1,1.1,9%
CC(C)(C)C(=O)N1CCN(c2ccc(Cl)cc2[N+](=O)[O-])CC1,5%,-2%,11%,6%,0.3%,0.1%,i,0.4,1,-1%
Cc1nc2cc(NCc3nc4ccccc4n3Cc3ccccc3)ccc2n1C,17%,8%,20%,-6%,-5.0%,-5.8%,i,1.9,1.1,-4%
C[C@H](N)c1nnc(SCC(=O)N(C)C)o1,10%,-7%,3%,-2%,-7.4%,-1.7%,i,2.5,1.1,0%
O=C(Nc1ccc2cn[nH]c2c1)c1ccc(Cl)c(S(=O)(=O)N2CCOCC2)c1,17%,-3%,10%,-6%,-0.8%,-1.6%,i,0.0,1.2,6%
CCCc1ncc(C(O)c2ccccc2OC)n1C (stereo not drawn),4%,4%,10%,-11%,4.2%,-0.5%,i,0.1,1.1,8%
COc1ccc(NC(=O)N2CCC(c3ccccc3)C2)c(OC)c1 (stereo not drawn),4%,13%,12%,-3%,-16%,-1.1%,i,1.5,1.1,19%
O=C(c1cc(-c2ccc(Cl)c(Cl)c2)on1)N1CCN(c2ccccc2)CC1,8%,5%,5%,-3%,-8.9%,-0.4%,i,0.5,1.2,-8%
NC1=NC(=O)/C(=C\C=C\c2ccccc2)S1,4%,-1%,0%,3%,-2.4%,-3.0%,i,0.3,1.1,2%
CCCN(CCC)C(=O)Cn1c(=O)c2ccccc2n2c(=S)sc(-c3ccccc3C)c12,18%,-5%,10%,10%,-8.9%,2.5%,i,1.4,1,1%
Cc1ccc(NC(=O)c2oc(=O)c3ccccc3c2-c2ccccc2)c(C)c1,11%,-8%,11%,-6%,1.9%,0.3%,i,0.6,1,-3%

One compound at a time, from the list above. Screens in order: PMI inhibitors, P. falciparum M17LAP, PMI inhibition, LYP phosphatase, XIAP antagonists, ER stress rescue, Myeloid diff 2, Myeloid diff 2 GFP+ MAC1+ %, TNAP activation fold, M1AAP inhibition
COc1ccc(NC(=O)N2CCC(c3ccccc3)C2)c(OC)c1 (stereo not drawn) is listed as 4%, 13%, 12%, -3%, -16%, -1.1%, i, 1.5, 1.1, 19%
O=C(Nc1ccc2cn[nH]c2c1)c1ccc(Cl)c(S(=O)(=O)N2CCOCC2)c1 is listed as 17%, -3%, 10%, -6%, -0.8%, -1.6%, i, 0.0, 1.2, 6%

Going on with the list:
Compound,PMI inhibitors,P. falciparum M17LAP,PMI inhibition,LYP phosphatase,XIAP antagonists,ER stress rescue,Myeloid diff 2,Myeloid diff 2 GFP+ MAC1+ %,TNAP activation fold,M1AAP inhibition
Cc1cc(CCN2CCC(=O)NC2=O)ccc1OC(C)C,-21%,-4%,-9%,-3%,-0.2%,0.8%,i,2.6,1,-1%
COc1ccc(/C=C/C(=O)NCCc2ccc(S(N)(=O)=O)cc2)cc1,-9%,15%,-9%,-10%,0.1%,0.2%,i,0.1,1,8%
O=C1NC(CCc2ccccc2)C(=O)N1CCOc1cccc(Br)c1 (stereo not drawn),-2%,-4%,-7%,4%,-4.0%,-1.0%,i,0.5,0.9,3%
COc1ccc2cc(CN(Cc3ccco3)C(=S)NCC3CCCO3)c(=O)[nH]c2c1 (stereo not drawn),.,17%,.,0%,-4.3%,-2.1%,i,0.5,1.1,2%
CCC(=O)N1CCN(c2ccccc2NC(=O)COc2ccccc2Cl)CC1,10%,15%,8%,-7%,33%,-1.6%,i,0.5,1.1,6%
COc1ccc(CC(=O)Nc2ccccc2C(=O)N2CCOCC2)cc1,15%,9%,5%,-2%,-3.1%,-5.4%,i,0.4,1.1,-4%
COc1cc2c(=O)n(-c3ccc(C)cc3)c(=O)n(CC(=O)c3ccc4c(c3)OCO4)c2cc1OC,12%,1%,11%,-1%,-0.5%,-2.8%,i,1.1,1.1,-3%
Fc1cccc(F)c1CN1CCN(c2ncccn2)CC1,0%,-3%,-2%,-3%,-5.2%,-2.1%,i,7.3,1.1,-5%
Cc1cc(NC(c2cccnc2)c2ccc3cccnc3c2O)no1 (stereo not drawn),10%,-3%,40%,-4%,-0.1%,4.3%,?,.,1.3,-8%
Cc1ccc(CN2CCN(Cc3ccon3)CC2CCO)cc1 (stereo not drawn),4%,-6%,-6%,0%,-3.5%,0.5%,i,0.1,1.1,-4%
CCOC(=O)N1CCC(NC(=O)c2ccc3c(c2)N(Cc2ccc(F)cc2)CCS3)CC1,18%,0%,17%,-1%,-3.2%,-2.4%,?,.,1.2,7%
COc1ccc(N2CCN(C(CNC(=O)C(=O)NCc3cccs3)c3ccco3)CC2)cc1 (stereo not drawn),8%,4%,14%,-1%,-3.0%,-1.2%,i,0.1,1.1,5%
CCOc1ccc(S(=O)(=O)Nc2ccc(C(=O)NN)cc2)cc1,.,6%,.,-2%,.,.,i,0.5,.,4%
O=C(NCCOC(=O)c1cccs1)c1cccnc1,-7%,-1%,-9%,-10%,-5.9%,-0.2%,i,1.1,1.1,3%
C/C=C/C=C/C(=O)N1CC[C@]23c4ccccc4N[C@H]4N(C)c5cccc6c5[C@]42CCN([C@H]6C2OC2(C)C)[C@H]13 (stereo partly drawn),.,-2%,.,-1%,.,.,i,3.9,.,4%
Cc1cc(C)c(C)c(S(=O)(=O)NC(C(=O)O)C(C)C)c1C (stereo not drawn),-37%,-1%,-28%,-5%,-1.6%,0.5%,i,0.4,1.1,-4%
CSc1ccccc1NC(=O)Cn1nnc(-c2ccc(S(C)(=O)=O)cc2)n1,-11%,4%,-13%,-6%,-4.3%,-2.6%,i,0.1,1,-3%
CC1CN(Cc2nc3c(c(=O)n(C)c(=O)n3C)n2CCN2CCOCC2)CC(C)O1 (stereo not drawn),-10%,2%,0%,-10%,-9.7%,-1.7%,i,0.6,1.1,4%
N#CC1(NC(=O)COc2ccc3oc4ccccc4c3c2)CCCCC1,7%,8%,0%,-5%,-3.2%,-1.7%,i,0.4,1,-6%
CC1CCCCC1NC(=O)/C(C#N)=C/c1ccc(OCC(N)=O)cc1 (stereo not drawn),4%,-1%,2%,2%,-7.4%,0.2%,i,1.4,1.1,6%
CC1CC1C(=O)OCC(=O)NC(=O)NCc1ccco1 (stereo not drawn),9%,3%,2%,2%,-11%,-0.7%,i,0.6,1.1,0%
CC1=C(C(=O)OCC(Cl)(Cl)Cl)N2C(=O)C(NC(=O)Cc3ccccc3)C2SC1 (stereo not drawn),10%,11%,8%,-3%,-3.9%,-0.1%,i,0.6,1.1,-3%
CC(=O)Nc1c(C(=O)N2CCN(c3ccccn3)CC2)cnn1-c1ccc(C)cc1,6%,11%,18%,-9%,-6.8%,0.3%,i,0.7,1,3%
CCOC(=O)C(NC(=O)c1ccccc1Cl)(Nc1sc2c(c1C(N)=O)CCC2)C(F)(F)F (stereo not drawn),1%,-5%,-22%,6%,-5.2%,-1.0%,i,0.2,1.1,8%

Single entries from above:
For M1AAP inhibition, CC1CN(Cc2nc3c(c(=O)n(C)c(=O)n3C)n2CCN2CCOCC2)CC(C)O1 (stereo not drawn) has the entry 4%
For PMI inhibition, CC(=O)Nc1c(C(=O)N2CCN(c3ccccn3)CC2)cnn1-c1ccc(C)cc1 has the entry 18%
For TNAP activation fold, N#CC1(NC(=O)COc2ccc3oc4ccccc4c3c2)CCCCC1 has the entry 1

Next part
Compound,PMI inhibitors,P. falciparum M17LAP,PMI inhibition,LYP phosphatase,XIAP antagonists,ER stress rescue,Myeloid diff 2,Myeloid diff 2 GFP+ MAC1+ %,TNAP activation fold,M1AAP inhibition
Cc1cc(/C=C2/C(=O)NN(c3ccccc3)C2=O)c(C)n1-c1ccc(O)cc1,-2%,-3%,0%,5%,-0.9%,-3.1%,i,0.9,1.1,14%
CCOc1ccc(NC(=O)NCC2CCN(c3ccc(OC)cc3)C2)cc1 (stereo not drawn),23%,14%,22%,-3%,-6.9%,-0.5%,i,9.1,1.1,1%
CCOC(=O)C1=C(CSc2n[nH]c(N)n2)NC(=O)NC1C (stereo not drawn),0%,21%,4%,-6%,-0.8%,-1.3%,i,0.6,0.9,-1%
Cc1cc(=O)n(C)c(=O)n1CCCCCOc1cccc([N+](=O)[O-])c1,7%,-6%,8%,-3%,-6.5%,1.2%,i,0.4,1.1,-5%
COc1ccc(NC(=O)Nc2ccc(N3CCOCC3)c3nonc23)c(OC)c1,20%,-10%,56%*,-5%,-11%,-1.7%,i,0.4,1,-8%
Cc1ccc(Cl)cc1N1CCN(Cc2nnnn2Cc2ccco2)CC1,13%,-1%,8%,3%,-1.3%,3.5%,i,0.5,1.1,0%
Cc1ccc(OCC(=O)N/N=C\c2ccc(O)cc2)c([N+](=O)[O-])c1,3%,3%,8%,-6%,-10%,-0.9%,i,0.2,1,5%
COc1ccc(OCCSc2nc3ccccc3c(=O)[nH]2)cc1,-4%,-1%,0%,-4%,-1.9%,-0.2%,i,5.4,1.1,2%
CCOC(=O)CN(C(=O)COc1nc(C)cc(C)c1C#N)c1cccc(Cl)c1,.,3%,.,2%,.,.,i,0.7,.,5%
COc1ccc(-c2noc(CSc3nnc(-c4ccncc4)n3-c3ccc(F)cc3)n2)cc1OC,4%,10%,0%,3%,-1.4%,-2.4%,i,1.4,1.1,7%
CN1CCN(C(=S)c2cn(Cc3ccccc3)c3ccccc23)CC1,8%,5%,10%,-2%,-0.8%,-1.2%,i,0.2,1.1,8%
Cc1ccc(NC(=S)N(Cc2ccco2)C(C)c2cccs2)cc1 (stereo not drawn),2%,-5%,1%,-2%,-3.9%,-0.1%,i,0.2,1.1,3%
C=CC(COCc1ccccc1)N(Cc1ccccc1)S(=O)(=O)c1ccccc1Br (stereo not drawn),.,-1%,.,-4%,.,.,i,1.6,.,6%
Cc1ccc(-c2csc(=Nc3cccnc3)n2CCCn2ccnc2)cc1C,3%,14%,8%,1%,0.1%,3.3%,i,0.4,1.1,-1%
CCN(CC)S(=O)(=O)c1cc(C(=O)OCC(=O)NC(=O)c2cccn2C)ccc1C,-3%,-15%,-1%,8%,-0.9%,0.2%,i,0.3,1.1,6%
